LANA DNA inh: KSHV C-LANA DNA binding inhibition | MBP-C-LANA/FAM-LBS DNA binding, fluorescence polarization | inhibition, % at 9 µM | hit rate 0.078% among 340,000;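 active = highest replicate inhibition at or above 60% at 9 µM, even if other replicates fall short; inactive = all replicates below 60% inhibition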;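 note: 0% = neutral control wells and 100% = 4 µM acridine orange control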
RTF Ca sens act: increases calcium sensitivity of human cardiac regulated thin filaments | P19429+P45379 | IANBD-labeled TnC RTF fluorescence at EC20 calcium; 0% EC20 calcium, 100% full calcium | activation, % at 7.2 µM | hit rate 0.24% among 340,000;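 active = activation above the mean over all tested compounds plus 3 SD, cut at about 30% in these data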;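 note: rise in fluorescence read as greater calcium sensitivity of cardiac thin filaments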
Keap1-Nrf2 PPI: inhibitors of human Keap1-Nrf2 protein-protein interaction. hit rate 0.15% among 340,000. Q14145. inhibition, % at 9.4 µM. Keap1 Kelch-Nrf2 peptide fluorescence polarization, 1536-well; in the data active = inhibition above about 12%;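 note: human Keap1 Kelch domain with fluorescein labeled Nrf2 9mer peptide probe; 0% = neutral control wells and 100% = peptide positive control; higher means more block of Keap1 binding to Nrf2 peptide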
Rtt109 Vps75: C. albicans Rtt109 histone acetyltransferase inhibition; purified Rtt109/Vps75, ThioGlo CoA-SH fluorescence, 4 h; Q5AAJ8; inhibition, % at 34.9 µM; hit rate 0.16% among 330,000;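 active = inhibition of at least 50% in every replicate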
Target sequence (Q5AAJ8 whole entry, looked up): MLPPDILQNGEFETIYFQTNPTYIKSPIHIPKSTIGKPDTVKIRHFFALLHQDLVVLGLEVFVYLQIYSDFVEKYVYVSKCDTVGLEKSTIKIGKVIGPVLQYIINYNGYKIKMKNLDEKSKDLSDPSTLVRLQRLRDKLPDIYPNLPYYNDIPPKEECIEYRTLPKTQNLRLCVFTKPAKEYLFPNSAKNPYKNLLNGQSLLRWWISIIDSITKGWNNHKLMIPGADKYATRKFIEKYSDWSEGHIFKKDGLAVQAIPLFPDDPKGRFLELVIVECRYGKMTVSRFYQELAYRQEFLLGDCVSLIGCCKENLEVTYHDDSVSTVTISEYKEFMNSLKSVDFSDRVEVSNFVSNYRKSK
dFosB act: mouse delta FosB homodimer activation; purified delta FosB, TAMRA-CDK5 oligo fluorescence polarization; percent of positive-control signal above neutral wells; hit rate 0.99% among 340,000; P13346; activation, % at 25 µM; AID 493131;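 active = mean activation above about 17%, with every replicate also reaching it, limit read from the data, passing the limit was not always enough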;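 note: fluorescence polarization rise as delta FosB binds a TAMRA Cdk5 AP-1 oligo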
PfHsp90 yeast 2: growth inhibition of yeast expressing Plasmodium Hsp90; S. cerevisiae expressing PfHsp90, BacTiter-Glo ATP, 48 h; yeast lacking PDR1 and PDR3 efflux regulators; inhibition, % at 9.4 µM; hit rate 0.32% among 310,000; AID 504621;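 active = every replicate shows inhibition above about 80%, whatever the replicate mean, limit read from the data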;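 note: 0% = DMSO neutral controls and 100% = 20 µM radicicol positive controls; yeast relying on Plasmodium falciparum Hsp90 in place of its own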
Mot1-301 SUMO: SUMOylation pathway inhibition by Mot1-301 growth rescue | S. cerevisiae Mot1-301 growth rescue, ATP luminescence, 38.5C; percent above DMSO median, 100 means doubled | growth rescue, % at 18.8 µM | hit rate 1% among 320,000 | AID 2716;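 active = every valid replicate shows activation above 250% relative to neutral control wells; inactive = the rest, any valid replicate at or below 250%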;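 note: OY570 slx delta 5 strain wells were the positive control but not used for scaling; some compounds called inactive have numbers as strong as hits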
CDK5 p35 inh: blocks human CDK5/p35 kinase activity | inhibition, % at 10 µM | Recombinant CDK5/p35, ADP-Glo luminescence, 60 min | hit rate 0.01% among 330,000 | Q00535+Q15078;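 active = highest replicate inhibition of at least 50% and at least 75% of replicates reaching 50%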;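 note: plate controls were DMSO neutral control for no effect and GW8510 at 10 µM for full effect; many of its hits are not listed in these tables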
Target sequence (Q00535 whole entry, looked up): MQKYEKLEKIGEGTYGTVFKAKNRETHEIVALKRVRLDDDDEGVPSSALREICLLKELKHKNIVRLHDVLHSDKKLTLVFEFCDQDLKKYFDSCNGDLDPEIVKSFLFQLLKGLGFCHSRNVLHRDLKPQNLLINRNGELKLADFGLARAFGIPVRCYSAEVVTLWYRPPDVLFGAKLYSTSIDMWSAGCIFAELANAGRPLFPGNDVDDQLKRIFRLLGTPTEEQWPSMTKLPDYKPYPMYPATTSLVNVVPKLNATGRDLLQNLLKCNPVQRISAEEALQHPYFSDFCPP
Target sequence (Q15078 whole entry, looked up): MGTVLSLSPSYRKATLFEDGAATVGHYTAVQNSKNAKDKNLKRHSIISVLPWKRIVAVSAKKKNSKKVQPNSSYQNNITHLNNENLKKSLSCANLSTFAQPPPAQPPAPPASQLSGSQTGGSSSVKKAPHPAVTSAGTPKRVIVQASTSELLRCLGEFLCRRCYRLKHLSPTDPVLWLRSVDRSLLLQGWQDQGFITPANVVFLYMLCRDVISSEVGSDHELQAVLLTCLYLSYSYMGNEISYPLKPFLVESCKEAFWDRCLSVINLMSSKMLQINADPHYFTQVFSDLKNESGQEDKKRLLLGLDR
NSD2 HMT inh: NSD2 (human) methyltransferase inhibition; O96028; NSD2 peptide methylation, AlphaScreen, 120 min; inhibition, % at 12.5 µM; hit rate 0.54% among 310,000; AID 743445; in the data active = inhibition above about 50%
RTF Ca sens inh: cardiac RTF calcium desensitization; IANBD-labeled cardiac RTF, Ca2+ fluorescence; inhibition, % at 7.15 µM; hit rate 0.12% among 340,000; AID 493244;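 active = inhibition above the mean inhibition of all tested compounds plus 3 SD, cut at about 17% in these data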;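 note: assay run at fixed EC70 calcium of 1.6 mM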
PvdQ inh: P. aeruginosa PvdQ acylase inhibition; purified PvdQ acylase, fluorescence plate reader; inhibition, % at 10 µM; hit rate 0.063% among 340,000; AID 488965; in the data active = inhibition above about 30%, passing the limit was not always enough;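 note: 0% = vehicle neutral wells and 100% = reference inhibitor wells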
* = called active by the depositor; · = not tested or not shown.

Results follow in this order: LANA DNA inh, RTF Ca sens act, Keap1-Nrf2 PPI, Rtt109 Vps75, dFosB act, PfHsp90 yeast 2, Mot1-301 SUMO, CDK5 p35 inh, NSD2 HMT inh, RTF Ca sens inh, PvdQ inh
CCOc1ccccc1-c1nc2c([nH]1)c(=O)n(C)c(=O)n2C
    1.9, 2.5, 0.0, 4.8, -16.0, -15.3, 0.5, -0.2, 5.0, -0.5, 1.4
Cc1ccc(NC(=O)c2cc(N(C)C)ccc2[P+](=O)O)cc1
    -1.0, 0.1, 2.4, 1.8, 5.2, ·, 17.3, 0.1, 14.0, -1.9, -7.0
Cc1c(Cl)cccc1NC(=O)CNC(=O)C1CC(=O)N(CCc2ccccc2)C1 (stereo not given)
    -1.7, -4.8, 0.8, -4.2, 0.2, 7.4, 39.9, 0.0, 0.5, -3.0, -4.1
CCOC(=O)/C=C/C(=O)NNC(=O)c1ccccc1Cl
    1.2, 6.5, -3.9, -4.1, -3.6, 4.9, -15.1, 0.7, 0.5, -0.5, -4.1
O=C(COC(=O)/C=C/c1ccccc1[N+](=O)[O-])Nc1ccc(OC(F)F)cc1
    -0.4, 7.5, -1.4, -4.1, 2.3, -19.7, -9.1, -0.7, 2.2, -2.9, 3.2
COc1ccc(COC(=O)N/N=C(\C)CC(=O)NCc2ccc(Cl)cc2)cc1
    -1.3, -1.6, -0.8, 4.8, -1.6, 9.4, -10.0, -0.1, -4.5, 2.3, -13.6
O=C(Nc1cc2c3c(c1)CC(=O)N3CCC2)C1CC1
    -0.1, 21.7, 2.9, -5.8, -5.4, -0.6, -15.4, 0.5, 10.7, -14.6, -8.6
O=C(NC1CC1)C1CCN(C2CCN(C(=O)/C=C/c3cccs3)CC2)CC1
    2.2, 0.3, -5.7, -2.5, -3.1, 1.2, 2.0, -1.7, -2.9, 4.0, -12.8
CCCCN(CC)CCCNC(=O)c1cc2cc3ccc(OC)cc3nc2o1
    -2.3, 0.0, -6.1, -49.0, -35.2, 1.9, 42.1, -1.6, 24.2, -24.1, -22.5
O=C(COC(=O)c1cc(S(=O)(=O)N2CCCCC2)ccc1N1CCOCC1)c1ccc(F)cc1
    -0.9, -13.1, 3.0, 3.4, 5.0, -5.3, -10.0, -1.8, -0.3, -2.6, -6.4
CC(C)(c1ccccc1)c1ccc(OCC(O)CN2CCCC2)cc1 (stereo not given)
    5.5, -1.3, -1.8, -3.0, 4.4, 3.1, 13.9, -0.8, 7.4, 2.9, -14.2
Cc1ccc(C)c(OCC(=O)NCCN(C)C)c1
    -1.5, -2.6, -0.8, 4.6, 5.5, ·, 8.7, 0.2, -1.4, -5.4, -5.7
CC(=O)c1ccc(NC(=O)COC(=O)c2ccc(F)cc2F)cc1
    0.9, -6.6, 3.5, 2.4, -8.6, 4.8, 10.3, 0.0, ·, 4.3, -5.8
COc1cc(NC(=O)C2CC(c3cccc(OC)c3OC)=NO2)cc(OC)c1OC (stereo not given)
    -1.4, -3.8, 0.9, -2.3, -6.8, ·, -15.3, 0.0, -0.3, -5.3, -0.2
Cn1c(N)c(C(=O)COC(=O)c2cncc(Br)c2)c(=O)n(C)c1=O
    1.0, 1.8, -0.2, -2.7, 2.5, 1.4, -15.6, 0.8, -2.4, -13.0, 3.4
Cc1ccc(S(=O)(=O)N2CCN(CC(=O)N/N=C/c3ccco3)CC2)cc1
    -1.9, 0.8, 0.7, 2.9, -0.7, 5.0, -3.4, -2.5, 2.4, 5.2, 3.8
Nc1c(C(=O)Nc2ccc3c(c2)OCCO3)nnn1Cc1cccc(F)c1
    0.8, -4.1, 3.7, -0.8, -0.6, 15.2, -9.3, 1.3, 1.1, 1.6, -15.9
COCCCN(C(=S)Nc1c(C)cc(C)cc1C)C(C)c1ccccn1 (stereo not given)
    2.0, 1.2, -5.3, 0.0, -9.2, -13.7, 96.6, 0.5, ·, -9.9, -10.1
CCOC(=O)c1nc(NCc2cccnc2)c2ccccc2n1
    1.7, 4.1, -4.9, 7.3, -8.9, -10.2, -7.7, -1.3, -2.2, -14.7, -9.8
C=CCn1c(CCNC(=O)c2cccs2)nnc1SCC(=O)Nc1cccc(C(C)=O)c1
    1.6, -3.4, -2.0, 10.1, 3.5, -2.3, -23.1, -0.9, 0.5, -8.0, -7.9
Cc1cc(O)c(CN2CCN(S(=O)(=O)c3cccs3)CC2)cc1C(C)C
    -0.3, 2.5, 0.3, 9.8, -0.3, -12.5, 3.4, -2.2, -0.3, 0.2, -9.6
Cc1ccccc1CSc1nnc(-c2ccncc2)n1C
    0.9, 0.0, -3.7, 0.9, -3.2, -3.9, -6.4, 0.8, -4.8, -1.1, 9.4
O=C(CSc1n[nH]c(=O)[nH]c1=O)c1ccccc1
    0.2, -2.0, -6.2, 9.8, 4.6, 31.2, 47.1, -0.9, -1.0, 2.6, 11.3
COc1ccc(C(=O)Nc2ccc(OC)c(OC)c2)cc1
    1.7, -0.1, 2.0, -3.6, -6.0, ·, -15.4, -1.4, 1.0, 2.6, 1.3
Cc1cccc(C(=O)Nc2cccc(C(=O)NC3CCCC3)c2)c1
    0.6, -5.2, 2.0, 2.4, 0.4, -1.1, 222.3, 0.6, ·, -3.5, -5.7
O=C(COC(=O)c1ccccc1O)Nc1cccc2ccccc12
    1.5, -2.4, -7.5, 30.0, 39.5*, 0.9, 10.4, -0.6, 0.6, -0.1, 4.6
CCOC(=O)C1C(c2ccc(O)c(O)c2)NC(=S)NC1(O)C(F)(F)F (stereo not given)
    0.1, -1.7, -1.4, 2.9, -6.1, 20.6, 25.0, -0.1, -0.6, 3.6, -0.4
C/C(Cl)=C\Cn1c(N2CCCCCC2)nc2c1c(=O)n(C)c(=O)n2C
    -1.5, 1.0, 2.8, ·, -15.7, 17.8, -4.1, -1.1, 1.3, -7.0, 11.3
CCOc1ccc(CN2CCN(Cc3[nH]c4ccc(OC)cc4c3C)CC2CCO)cc1 (stereo not given)
    -0.9, -0.7, -1.7, -4.4, -2.5, -31.6, 10.7, -0.2, 3.1, -2.9, 6.7
CCOc1cc(CNc2ccc(N(C)C)cc2)cc(Br)c1OCC(=O)NC(C)(C)C
    -1.9, 1.8, -2.0, -0.4, 5.1, 2.7, -5.9, 0.4, 5.6, -9.5, -6.6
Cc1cccn2c(=O)c3cc(C(=O)NC4CCCCC4)c(=N)n(Cc4ccc(F)cc4)c3nc12
    -2.3, 8.3, 0.2, -4.8, -6.5, -11.4, -0.6, 0.0, -3.4, -0.3, -7.5
CN(CC(=O)Nc1sccc1C#N)Cc1ccccc1
    0.7, -4.1, -2.8, 1.9, -8.8, -36.6, 486.6*, -1.3, 0.7, -5.1, -18.0
CC1(C)CC(=O)C2=C(C1)Nc1[nH]c(=S)[nH]c(=O)c1C2c1ccccc1 (stereo not given)
    -2.5, 14.5, -4.5, -2.9, -0.4, -23.9, 1.6, -3.3, 1.0, -13.4, -17.1
CCOc1cc(-c2c(C)c(CC)nc(N)c2C#N)ccc1O
    1.3, -4.6, -6.2, 5.7, -2.8, 3.9, 153.1, 1.2, 2.3, 1.5, -1.5
CCOc1ccc(S(=O)(=O)N2CCN(C3CC(=O)N(c4cccc(C(C)=O)c4)C3=O)CC2)cc1 (stereo not given)
    0.7, -1.1, -4.2, 2.7, -11.4, 9.7, ·, -1.8, -1.2, -7.4, -13.8
COC(=O)[C@H]1[C@H]2C[C@@H]3c4[nH]c5cc(OC)ccc5c4CCN3C[C@H]2C[C@@H](OC(=O)c2ccc(N)cc2)[C@@H]1OC
    -0.3, 8.1, -4.4, 18.4, -6.8, 16.0, 0.3, -2.3, -2.5, -25.4, -11.5
CCCCn1c(SCC(=O)NCCc2ccc(OC)c(OC)c2)nc2c1c(=O)n(C)c(=O)n2C
    0.3, 7.2, -3.7, -3.2, -6.5, 3.9, -22.4, -0.9, -1.0, -4.6, -13.4
CCO/C=C1\N=C(c2ccc(F)cc2)OC1=O
    -1.7, 16.2, 3.7, 1.6, -2.4, -16.1, 7.2, 0.4, -2.8, -9.2, 8.4
O=C(c1c[nH]c(C(=O)C(Cl)(Cl)Cl)c1)c1ccc(F)cc1F
    0.0, 9.8, -4.3, -1.1, 2.2, -39.4, 0.9, -0.1, 1.0, -6.1, -15.3
CCn1c(SCC(=O)Nc2ccc(Br)cn2)nnc1C1CC1
    2.1, -5.4, -1.0, -5.4, -3.5, 2.7, -7.9, -0.4, 1.6, -7.7, -8.3

2 of these compounds, set out differently:
> Cc1cccn2c(=O)c3cc(C(=O)NC4CCCCC4)c(=N)n(Cc4ccc(F)cc4)c3nc12
  LANA DNA inh = -2.3	RTF Ca sens act = 8.3	Keap1-Nrf2 PPI = 0.2	Rtt109 Vps75 = -4.8	dFosB act = -6.5	PfHsp90 yeast 2 = -11.4	Mot1-301 SUMO = -0.6	CDK5 p35 inh = 0.0	NSD2 HMT inh = -3.4	RTF Ca sens inh = -0.3	PvdQ inh = -7.5
> COC(=O)[C@H]1[C@H]2C[C@@H]3c4[nH]c5cc(OC)ccc5c4CCN3C[C@H]2C[C@@H](OC(=O)c2ccc(N)cc2)[C@@H]1OC
  LANA DNA inh = -0.3	RTF Ca sens act = 8.1	Keap1-Nrf2 PPI = -4.4	Rtt109 Vps75 = 18.4	dFosB act = -6.8	PfHsp90 yeast 2 = 16.0	Mot1-301 SUMO = 0.3	CDK5 p35 inh = -2.3	NSD2 HMT inh = -2.5	RTF Ca sens inh = -25.4	PvdQ inh = -11.5

Just Mot1-301 SUMO (4 entries from above):
Structure	Mot1-301 SUMO
Cc1cccn2c(=O)c3cc(C(=O)NC4CCCCC4)c(=N)n(Cc4ccc(F)cc4)c3nc12	-0.6
CN(CC(=O)Nc1sccc1C#N)Cc1ccccc1	486.6*
CC1(C)CC(=O)C2=C(C1)Nc1[nH]c(=S)[nH]c(=O)c1C2c1ccccc1 (stereo not given)	1.6
CCOc1cc(-c2c(C)c(CC)nc(N)c2C#N)ccc1O	153.1

(more compounds)
Results follow in this order: LANA DNA inh, RTF Ca sens act, Keap1-Nrf2 PPI, Rtt109 Vps75, dFosB act, PfHsp90 yeast 2, Mot1-301 SUMO, CDK5 p35 inh, NSD2 HMT inh, RTF Ca sens inh, PvdQ inh
O=C1CCCC/C1=C/Nc1ccc2c(c1)OCO2
    2.8, -0.4, 2.1, -0.8, -1.9, 11.1, 6.2, 1.1, 10.5, 2.3, 6.6
NC(=O)CSc1oc(-c2ccco2)nc1S(=O)(=O)c1ccc(Cl)cc1
    5.3, -3.3, 0.4, -15.6, -3.7, 16.0, 0.6, -1.8, ·, -1.6, -15.0
CC(C)NC(=O)Nc1cccc2c1O[C@H](CN(C)S(=O)(=O)c1ccc(F)cc1)[C@@H](C)CN([C@H](C)CO)C2=O
    0.6, -1.0, 0.7, 2.7, -4.5, -9.3, ·, -0.6, ·, 0.4, 7.6
O=C(O)C1CC(O)CN1C(=O)c1ccco1 (stereo not given)
    -1.8, 16.5, -5.3, -14.7, 2.7, -22.6, -1.6, -1.4, ·, -10.3, -2.8
